Wee1 degr inh – blocks degradation of human Wee1 kinase. P30291. HeLa Luc-Wee1K328M stability, luciferase luminescence; 100% = proteasome inhibitor MG132 effect. reporter increase, % at 5 µM. 1.2% of 220,000 active. AID 1321;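 active = activation above the mean of all tested compounds plus 3 SD, set per screening run, cut at about 8.8% in these data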;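 also: cells exposed to compound for 20 h before luminescence read; 0% = DMSO alone and 100% = MG132 at 30 µM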
Hck-Nef inh – blocks Nef-activated human Hck kinase. AID 463187. P08631. inhibition, % at 20 µM. Recombinant Hck-YEEI plus Nef, Z-Lyte FRET kinase assay. 0.68% of 220,000 active;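 active = Hck-Nef kinase inhibition above about 50%, limit read from the data; inactive = inhibition below that limit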;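 also: 0% = DMSO with Hck plus Nef and 100% = Hck alone without Nef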
Runt-CBFb FRET – blocks binding of human RUNX1 Runt domain to CBFb; Q01196+Q13951; Cerulean-Runt/Venus-CBFb FRET ratio 530/480, 1 h; inhibition, % at 20 µM; 0.46% of 220,000 active; AID 1496;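 active = inhibition over about 50% at 20 µM in the single-dose screen, limit read from the data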;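 also: 0% = DMSO wells and 100% = excess unlabeled CBFb competitor control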
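Assay system: Cerulean-Runt domain / Medium: Tris 50 mM pH 7.5, KCl, K2SO4, 0.01% BSA / Timing: protein complex preformed 1 h, compound exposure 1 h, room temperature, dark / Measured by: FRET, excitation 422 nm, emission at 530 and 480 nm / Evaluation: loss of energy transfer signal / Control set: 5 µM unlabeled CBFb as full-inhibition high control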
FXIa inh – blocks human coagulation factor XIa protease activity | P03951 | purified FXIa, Boc-Glu-Ala-Arg-AMC fluorogenic substrate | inhibition, % at 5 µM | 0.14% of 220,000 active;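 active = inhibition of at least 40%; inactive = inhibition below 40%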;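 also: fluorescence of freed AMC excited at 355 nm; 0% = enzyme without compound and 100% = no enzyme blank; many of its hits are not listed in these tables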
Target sequence (P03951 19-387 limits assumed): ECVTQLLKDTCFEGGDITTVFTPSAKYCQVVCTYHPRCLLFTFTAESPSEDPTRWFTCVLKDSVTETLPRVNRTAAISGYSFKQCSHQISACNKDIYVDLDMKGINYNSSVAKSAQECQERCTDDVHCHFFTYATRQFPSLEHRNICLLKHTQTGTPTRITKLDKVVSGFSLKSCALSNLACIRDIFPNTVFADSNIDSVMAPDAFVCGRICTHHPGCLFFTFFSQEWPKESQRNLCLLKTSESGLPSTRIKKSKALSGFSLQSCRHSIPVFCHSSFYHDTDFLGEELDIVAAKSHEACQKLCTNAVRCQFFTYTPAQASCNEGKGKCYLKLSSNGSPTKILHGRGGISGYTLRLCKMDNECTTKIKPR
Target sequence (P03951 388-625 limits assumed): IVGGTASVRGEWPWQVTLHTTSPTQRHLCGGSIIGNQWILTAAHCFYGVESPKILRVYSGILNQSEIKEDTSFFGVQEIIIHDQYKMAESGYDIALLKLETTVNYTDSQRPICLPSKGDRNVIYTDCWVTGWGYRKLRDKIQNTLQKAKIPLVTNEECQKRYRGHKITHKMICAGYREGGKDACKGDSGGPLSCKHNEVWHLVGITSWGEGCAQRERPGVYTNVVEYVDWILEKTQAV
hK5 inh – kallikrein 5 (human) inhibition; inhibition, % at 5 µM; recombinant hK5, fluorogenic AMC substrate cleavage; 0.59% of 210,000 active; Q9Y337; AID 873;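 active = inhibition of 40% or more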;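 also: 0% = enzyme controls without compound and 100% = no-enzyme blanks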
Target sequence (Q9Y337 67-293 limits assumed): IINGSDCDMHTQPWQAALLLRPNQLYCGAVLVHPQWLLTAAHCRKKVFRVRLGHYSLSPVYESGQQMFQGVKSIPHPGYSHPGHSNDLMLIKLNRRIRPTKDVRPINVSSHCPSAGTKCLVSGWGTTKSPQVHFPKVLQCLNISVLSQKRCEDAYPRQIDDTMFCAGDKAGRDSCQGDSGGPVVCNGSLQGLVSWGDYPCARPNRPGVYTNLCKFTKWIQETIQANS
Thrombin inh – inhibitors of human thrombin; 0.26% of 220,000 active; P00734; alpha-thrombin, Boc-VPR-AMC fluorogenic substrate cleavage; inhibition, % at 5 µM;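 active = inhibition at or above 40%; inactive = inhibition below 40%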;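 also: 0% = enzyme with no compound and 100% = wells without enzyme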
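Assay system: human alpha-thrombin enzyme. Reagent: Boc-VPR-AMC substrate, 15 µM final. Compound dosing: one concentration per compound, 5 µM, with 0.2% DMSO. Incubation: room-temperature reaction. Technique: AMC fluorescence, 355/460 nm. Measure: % inhibition relative to enzyme controls and enzyme-free blanks.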
Runt-SMMHC FRET – Runt domain-CBFb-SMMHC interaction inhibition. 0.74% of 220,000 active. AID 1434. Cerulean-Runt/Venus-CBFb-SMMHC FRET ratio 530/480, 1 h. inhibition, % at 20 µM. Q01196+Q13951;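 active = mean inhibition across duplicate retests at 20 µM reaching about 50%, limit read from the data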;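 also: 0% = DMSO wells and 100% = wells with excess untagged CBFb-SMMHC; inhibitors lower the FRET ratio by blocking Runt binding to CBFb-SMMHC; some results filed as inactive read as strong as hits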
FXIIa inh 1536 – factor XIIa (human) inhibition | P00748 | purified FXIIa, Boc-QGR-AMC fluorogenic substrate, 2 h | inhibition, % at 5 µM | 0.3% of 220,000 active | AID 800; in the data active = inhibition above about 40%;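 also: 0% = enzyme with no compound and 100% = blank without enzyme; many of its hits are not listed in these tables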
14-3-3 Bad inh – disrupts binding of bovine 14-3-3 zeta to phospho-Bad peptide | P63103 | TR-FRET 14-3-3zeta/Dy647-pBad peptide displacement, 1 h | inhibition, % at 21.7 µM | 0.71% of 220,000 active;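 active = inhibition above about 70%, limit read from the data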;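 also: 0% = full 14-3-3 plus peptide FRET controls and 100% = background without 14-3-3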
Starred values were filed as active, the others as inactive; / = no result given; [ ] = remark or other dose.

SMILES	Wee1 degr inh	Hck-Nef inh	Runt-CBFb FRET	FXIa inh	hK5 inh	Thrombin inh	Runt-SMMHC FRET	FXIIa inh 1536	14-3-3 Bad inh
Cc1ccc(N2C(=O)[C@@H]3[C@H](C2=O)C2CCCN2[C@@H]3C(=O)c2ccccc2)cc1 (some centres undefined)	0	-1	-1	-1	-9	-1	-18	6	-3[fluorescence artefact?]
COc1cc(NC(=O)c2c3c(nc4ccccc24)CCC3)cc(OC)c1	0	1	-1	-12	-14	-10	-1	4	1
CC1(C)Cc2c(sc3nc4n(c(=O)c23)CCC4)CO1	-1	0	2	-4	-2	-6	0	12	-5
C=CCOc1ccc(CNCCO)cc1OCC	0	5	1	-4	-8	1	4	16	-9
CCC(C)NC(=O)CSc1nnc(-c2cc(-c3ccc(C)cc3)nc3ccccc23)n1N (centres undefined)	1	5	-5	-15	-27	2	-7	2	-5[fluorescence artefact?]
CCc1cc2cc(C)ccc2nc1SCC(=O)N1CCN(C(=O)c2ccco2)CC1	-2	2	-6	-12	-2	3	-3	7	5
CCOC(=O)C1(C)/C(=N/Nc2ccc(S(N)(=O)=O)cc2)C(=O)C(=O)N1c1ccccc1 (centres undefined)	0	23	-10	-4	-6	-10	-12	0	9
Cc1csc(NC(=O)c2cc(=O)[nH]c3ccc(S(=O)(=O)N4CCOCC4)cc23)n1	-5	26	80*	2	1	/	118*	8	-8
O=C1/C(=C/c2cccnc2)SC(=S)N1c1ccc(O)cc1	1	25	4	1	-6	-1	0	9	8
O=C1CSC(c2ccccc2[N+](=O)[O-])N1CCc1ccccc1 (centres undefined)	-3	-15	2	-4	-16	5	2	2	-5
Cc1ccc(C)c(NC(=S)N2CCCCCC2)c1	3	1	0	8	-8	1	-2	16	-12[fluorescence artefact?]
O=C(Oc1ccccc1Cl)c1ccccc1P(=O)(O)O	-1	-1	3	4	-8	-8	-5	17	44
C=C(C)CNC(=S)NNC(=O)c1ccc(Br)cc1	0	2	-1	-6	-30	-10	8	0	-6[fluorescence artefact?]
C=CCNC(=O)c1onc(CSc2cccc(OC)c2)c1C(=O)NCC=C	/	29	0	5	5	3	1	9	1
COc1ccccc1OCc1ccc(C(=O)NN)cc1	1	-3	2	21	-31	2	-2	24	-13[fluorescence artefact?]
Cc1cc(C)c(C)c(S(=O)(=O)N2CCN(CC(=O)c3c(N)n(Cc4ccccc4)c(=O)n(C)c3=O)CC2)c1C	4	-8	-7	11	-11	-7	1	9	-6
Cc1ccccc1OCC(=O)NC(=S)Nc1ccc(N2CCOCC2)c(Cl)c1	2	0	-3	2	1	4	-4	16	5
O=C(COC(=O)CCSc1ccccc1Cl)Nc1ccc(F)cc1F	-2	0	-2	-6	-9	-13	-4	6	-3
CCC1CCCCN1C(=O)Cn1c(=O)n(CCC(=O)NCc2ccco2)c(=O)c2sccc21 (centres undefined)	-1	-1	0	3	8	1	1	11	-5
CC(C)(C)n1ncc2c(=O)n(CC(=O)NCCc3ccccc3)cnc21	0	3	-2	-6	7	-4	6	2	-9
CC(C)C[C@H](NC(=O)c1[nH]cnc1C(=O)N[C@H](C)c1ccccc1)C(=O)OCc1ccccc1	0	-2	-4	-3	-4	-4	-3	5	-14
COCCNC(=O)c1ccc2c(=O)n(CCCN3CCCC3=O)c(=S)[nH]c2c1	-2	-9	0	-4	-12	1	-3	9	-13
CCN(CC)CCCNC(=O)c1nn(-c2ccc(OC)cc2OC)c(=O)c2ccccc12	-2	1	1	-1	-11	-4	2	2	7
O=c1c2ccccc2nnn1CCN1CCOCC1	4	-2	-4	0	/	-1	-4	6	-2
CC(C)(C)OC(=O)NCCCCCc1nnc(SCc2c(F)cccc2Cl)o1	6	9	-2	-1	-4	-3	-2	7	-9

Some of these compounds in order of the FXIIa inh 1536 value, high to low.
| smiles | FXIIa inh 1536 |
| --- | --- |
| C=CCOc1ccc(CNCCO)cc1OCC | 16 |
| COCCNC(=O)c1ccc2c(=O)n(CCCN3CCCC3=O)c(=S)[nH]c2c1 | 9 |
| CCc1cc2cc(C)ccc2nc1SCC(=O)N1CCN(C(=O)c2ccco2)CC1 | 7 |
| CC(C)(C)n1ncc2c(=O)n(CC(=O)NCCc3ccccc3)cnc21 | 2 |

Next part
SMILES	Wee1 degr inh	Hck-Nef inh	Runt-CBFb FRET	FXIa inh	hK5 inh	Thrombin inh	Runt-SMMHC FRET	FXIIa inh 1536	14-3-3 Bad inh
Cc1ccc2cc(C#N)c(SCC(=O)NCC3CCCO3)nc2c1 (centres undefined)	-1	0	-1	0	5	-3	3	-2	5
Cc1cnc(C(=O)OCC(=O)Nc2cc(Cl)cc(Cl)c2)cn1	-1	3	1	5	-14	0	4	16	-7
Nc1[nH]ncc1-c1ccccc1	4	27	4	13	-1	-11	0	7	-3
O=C(c1cc2c(ccc3ccccc32)oc1=O)N1CCN(CCO)CC1	-1	29	6	6	-14	-8	19	5	4
CCCCOC(=O)CNc1nnc(SCC(=O)OCC)[nH]c1=O	1	2	2	-5	-19	-10	-4	1	3[fluorescence artefact?]
C1CCN(c2c3c(nc4nnnn24)CCCC3)CC1	-1	0	-1	3	-9	1	-2	18	5
Cc1ccccc1N=C1NN=C(c2ccccc2F)CS1	2	0	-1	0	-10	-8	-1	10	-9
COc1ccc(OCC(=O)N/N=C/c2ccc(OC)c(OC)c2C(=O)O)cc1	-4	2	-1	8	-2	-2	2	8	19
Cc1[nH]nc2c1C1(CCC3(CC1)OCCO3)C(C#N)=C(N)O2	4	-1	-1	5	5	0	-3	0	1[fluorescence artefact?]
COc1ccccc1OCC(=O)OCC(=O)Nc1ncc(Cl)cc1Cl	-1	0	0	4	-3	4	-1	3	-4
CCn1c(CN2CCCCCC2=O)nnc1SCc1cnc(-c2ccccc2)s1	-3	1	1	-3	-3	2	-1	9	-9
c1coc(CSc2ncnc3c2oc2ccccc23)c1	1	13	15	0	-3	-4	-2	3	-2
COCCSc1ccccc1C(=O)N1CCN(Cc2ccc3c(c2)OCO3)CC1	0	-13	1	6	-5	1	-2	18	-3
Cc1ccccc1C(=O)NC1CCN(C(=O)N(c2ccccc2)c2ccccc2)CC1	-1	2	-3	2	-8	0	-6	10	10
CCOC(=O)c1sc(=NC(=O)c2cccc(C)c2)n(C)c1C	4	25	4	3	-1	5	8	6	-10
CC(=O)c1c(COC(=O)c2ccc(C)cc2)nc2ccccc2[n+]1[O-]	16*	9	-2	0	-3	-4	1	6	-12
CCN1c2ccccc2-c2nc3ccccc3n2C1c1ccccn1 (centres undefined)	6	12	14	-12	-13	-1	37	-7	4[fluorescence artefact?]
CCCCNC(=O)c1ccc(CNS(=O)(=O)c2ccc(Br)cc2)cc1	2	27	1	-2	16	-6	1	9	-7
CCN(CC)S(=O)(=O)c1ccc(N=NC2=C(O)CC(C)(C)CC2=O)cc1	-1	5	-5	3	-10	-16	2	0	-7
O=C(NCc1ccco1)C(=O)NCC1OCCN1S(=O)(=O)c1cc(F)ccc1F (centres undefined)	2	6	5	-2	-4	-4	-5	0	2
COc1ccc(C2C(C(=O)c3sc(C)nc3C)=C(O)C(=O)N2CCCn2ccnc2)cc1OC (centres undefined)	1	1	-1	2	1	4	-16	2	50
CCOc1ccc2[nH]c(C)c(CN3CCN(C)CC3)c(=O)c2c1	1	-2	-3	10	1	-2	-2	12	-3
Cc1ccc(/C=C/C(=O)OCc2nc(N)nc(Nc3ccccc3C)n2)o1	13*	16	2	-9	-4	-28	0	11	-9
CC(C)(C)C(=O)NC1CCN(C(=O)N2CCCC2)CC1	-1	12	-3	-1	-17	-7	-3	11	-2
COc1ccc(C(=O)CN2CCN(S(=O)(=O)c3cccc([N+](=O)[O-])c3)CC2)cc1	3	2	-1	11	-1	-1	0	16	8

Shown with the structure last: part of the list above
| Wee1 degr inh | Hck-Nef inh | Runt-CBFb FRET | FXIa inh | hK5 inh | Thrombin inh | Runt-SMMHC FRET | FXIIa inh 1536 | 14-3-3 Bad inh | molecule |
| --- | --- | --- | --- | --- | --- | --- | --- | --- | --- |
| -1 | -1 | 0 | 3 | 8 | 1 | 1 | 11 | -5 | CCC1CCCCN1C(=O)Cn1c(=O)n(CCC(=O)NCc2ccco2)c(=O)c2sccc21 (centres undefined) |
| 0 | 3 | -2 | -6 | 7 | -4 | 6 | 2 | -9 | CC(C)(C)n1ncc2c(=O)n(CC(=O)NCCc3ccccc3)cnc21 |

As entered above.
Cc1csc(NC(=O)c2cc(=O)[nH]c3ccc(S(=O)(=O)N4CCOCC4)cc23)n1 in FXIa inh is listed with 2
CCN1c2ccccc2-c2nc3ccccc3n2C1c1ccccn1 (centres undefined) in FXIa inh is listed with -12

Other results follow.
SMILES	Wee1 degr inh	Hck-Nef inh	Runt-CBFb FRET	FXIa inh	hK5 inh	Thrombin inh	Runt-SMMHC FRET	FXIIa inh 1536	14-3-3 Bad inh
CC(Cl)C(=O)NNc1cccc(Cl)n1 (centres undefined)	-1	0	/	7	-28	-3	0	12	-4
CC(NC(=O)c1sc2cc([N+](=O)[O-])ccc2c1Cl)C(C)(C)C (centres undefined)	9.0*	-1	7	20	-4	-3	15	7	20[fluorescence artefact?]
CCCCCn1c(=O)[nH]c2c(c1=O)CCC2	3	0	-6	1	-2	-3	-4	11	10
CCO/N=C(/C)c1c(O)cc(C(C)(C)C)n(-c2ccccc2)c1=O	0	3	0	-1	-2	-3	-2	6	-11
O=C(Nc1cccc(NC(=O)C2CCCO2)c1)c1ccco1 (centres undefined)	3	21	0	-1	-6	7	1	6	-2
COC(=O)c1cc(COc2ccc3c(c2)oc(=O)c2ccccc23)c(C)o1	-2	4	-5	-7	14	-3	-4	21	9[fluorescence artefact?]
O=C(CSc1cccc2cccnc12)NCc1ccco1	2	5	1	-3	-2	4	-5	10	3[fluorescence artefact?]
O=C(COc1ccccc1Cl)NC(=S)Nc1cccc(NC(=O)c2ccccc2Cl)c1	-2	0	1	-2	-26	-4	5	10	-4

With a hit mark in Wee1 degr inh (from the list above):
SMILES	Wee1 degr inh	Hck-Nef inh	Runt-CBFb FRET	FXIa inh	hK5 inh	Thrombin inh	Runt-SMMHC FRET	FXIIa inh 1536	14-3-3 Bad inh
CC(=O)c1c(COC(=O)c2ccc(C)cc2)nc2ccccc2[n+]1[O-]	16*	9	-2	0	-3	-4	1	6	-12
Cc1ccc(/C=C/C(=O)OCc2nc(N)nc(Nc3ccccc3C)n2)o1	13*	16	2	-9	-4	-28	0	11	-9
CC(NC(=O)c1sc2cc([N+](=O)[O-])ccc2c1Cl)C(C)(C)C (centres undefined)	9.0*	-1	7	20	-4	-3	15	7	20[fluorescence artefact?]

Source: PubChem BioAssay
